Compound activity as filed in PubChem BioAssay.
D2 potentiator = positive allosteric modulators of human D2 dopamine receptor | HEK293 T-REx D2, calcium flux, EC20 dopamine potentiation | hit rate 0.34% among 340,000 | P14416 | AID 485347 | potentiation, % at 10 µM;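 active means potentiation over 3 SD above the plate norm, cut at about 30% in these data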; further: 0% is about no effect
Target sequence (P14416 whole entry, looked up): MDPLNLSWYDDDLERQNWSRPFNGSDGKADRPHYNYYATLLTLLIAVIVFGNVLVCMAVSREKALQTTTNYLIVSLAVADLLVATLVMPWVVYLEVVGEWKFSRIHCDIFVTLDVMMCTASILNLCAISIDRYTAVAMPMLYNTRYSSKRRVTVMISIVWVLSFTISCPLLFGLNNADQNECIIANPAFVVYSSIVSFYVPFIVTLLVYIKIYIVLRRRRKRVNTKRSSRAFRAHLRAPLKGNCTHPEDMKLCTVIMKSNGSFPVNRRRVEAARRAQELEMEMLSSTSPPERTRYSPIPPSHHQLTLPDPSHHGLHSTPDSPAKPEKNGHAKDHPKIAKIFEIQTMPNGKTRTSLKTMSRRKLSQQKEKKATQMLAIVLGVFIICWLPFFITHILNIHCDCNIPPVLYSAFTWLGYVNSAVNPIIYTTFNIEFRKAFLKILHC
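Cells plated with tetracycline inducer and held overnight at 30 C; calcium dye loaded 30–90 min at room temperature; baseline taken, compound added and read 180 s; EC20 dopamine then added and read 180 s.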
D1 antagonist = human D1 dopamine receptor antagonism; P21728; activity change, negative = inhibition, % at 10 µM; AID 504652; HEK293 TREx D1 cells, calcium flux, dopamine EC80; stronger effect = lower value; hit rate 3.2% among 360,000; in the data active means activity change below about -30%; further: on the % scale 0 is the no-effect control and ±100 the full control effect
Target sequence (P21728 whole entry, looked up): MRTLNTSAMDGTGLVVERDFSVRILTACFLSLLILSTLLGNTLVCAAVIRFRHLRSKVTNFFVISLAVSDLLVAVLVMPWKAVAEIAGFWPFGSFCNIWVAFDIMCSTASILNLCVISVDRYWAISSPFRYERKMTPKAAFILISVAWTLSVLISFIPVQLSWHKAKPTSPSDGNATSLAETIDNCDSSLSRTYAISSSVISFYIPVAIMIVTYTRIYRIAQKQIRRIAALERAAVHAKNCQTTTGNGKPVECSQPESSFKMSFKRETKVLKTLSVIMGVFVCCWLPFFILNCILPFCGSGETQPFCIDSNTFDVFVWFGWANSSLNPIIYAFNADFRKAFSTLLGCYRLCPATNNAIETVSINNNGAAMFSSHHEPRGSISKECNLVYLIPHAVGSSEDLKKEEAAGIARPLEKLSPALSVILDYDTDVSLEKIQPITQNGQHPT
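Calcium flux readout: force-coupled, inducible Hek293 Trex D1 line, cells induced overnight at 30 C with tetracycline, dye-loaded 30–90 min at RT. Antagonism scored against EC80 dopamine challenge given 180 s after compound.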
D2 agonist = D2 dopamine receptor (human) agonism | hit rate 0.53% among 340,000 | HEK293 T-REx D2 cells, calcium flux agonist mode | P14416 | activation, % at 2 µM;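 active means activation over 3 SD above normal in the single-dose calcium agonist read, cut at about 30% in these data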; further: 0% is about no effect
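Tetracycline-induced HEK293 Trex cells with D2 receptor force-coupled to calcium signaling, plated overnight at 30 C and loaded with no-wash calcium dye. Calcium flux read kinetically for 180 s after compound addition; responses flag agonists.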
RXFP1 antagonist = blocks the human relaxin receptor RXFP1; AID 1259400; hit rate 0.59% among 350,000; activity change, negative = inhibition, % at 57.5 µM; HEK293-RXFP1, relaxin-stimulated cAMP HTRF, 30 min; stronger effect = lower value; Q9HBX9;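 active means activity change of -60% or lower, but not beyond a set lower limit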; further: on the % scale 0 is the no-effect control and ±100 the full control effect
D2 antag = D2 dopamine receptor (human) antagonism. HEK293 TREx D2 cells, calcium flux, dopamine EC80. hit rate 2% among 340,000. inhibition, % at 10 µM. P14416; in the data active means inhibition above about 30%; further: 0% is about no effect
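HEK293 T-REx D2 cells, tet-induced, calcium dye no-wash. Cpd pintool add, 180 s kinetic, then EC80 DA, 180 s kinetic. Ca flux read.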
TRHR PAM = TRH receptor (human) allosteric enhancement; hit rate 0.66% among 360,000; AID 493056; enhancement, % at 2 µM; TRHR cells, fluo-8 calcium fluorescence, EC20 TRH enhancement; in the data active means enhancement above about 30%; further: 0% is about no effect
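Enhancer read-out: after compound pinning and an initial kinetic agonist-mode read, an EC20 of TRH (10 nM final) was injected and fluo-8 calcium signal (Ex 480/Em 530) followed at 1 s/cycle for 100 cycles in TRHR-expressing cells.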
RXFP1 agonist = RXFP1 (human) receptor agonism; Q9HBX9; HEK293T-RXFP1 cAMP TR-FRET, 30 min; response scale: percent of porcine relaxin response, buffer zero; Potency, µM (titrated, usually from 57.5 µM), for the others: top-dose activation, hits mostly activators; hit rate 0.3% among 370,000; AID 2676; active means well fitted activation curve with a large enough effect; further: potency means the concentration at half of the fitted maximal effect; on the % scale 0 is the no-effect control and ±100 the full control effect; nearly all actives have a fitted effect of over 60% in size; many of its hits are not listed in these tables
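HEK293 cells stably expressing RXFP1, treated 30 min at 37C with compounds plus PDE4 inhibitor Ro 20174; cAMP measured by HTRF TR-FRET. Normalized to buffer and 29 nM porcine relaxin; EC50 by Hill fit.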
D1 potentiator = potentiators of human D1 dopamine receptor; P21728; HEK293 TREx D1 cells, calcium flux, dopamine EC20 potentiation; potentiation, % at 10 µM; hit rate 0.036% among 360,000; AID 504651; in the data active means potentiation above about 30%; further: 0% is about no effect
D1 agonist = human D1 receptor agonism | AID 504660 | hit rate 1% among 360,000 | P21728 | HEK293 T-REx D1 cells, calcium flux, agonist mode | activation, % at 2 µM; in the data active means activation above about 30%; further: 0% is about no effect
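Inducible HEK293 T-REx D1 cells, force-coupled to calcium signalling, were plated at 4000 cells/well with tetracycline and held overnight at 30 C. After no-wash calcium dye loading, compound-evoked calcium rise over 180 s flagged agonists.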
Active calls of the source: *; . = no result given; & = joins results of further samples.

1. C[C@@H](C(=O)N1CCN(C(=O)OC(C)(C)C)CC1)n1cc(-c2cn([C@@H](C)C(=O)N3CCN(C(=O)OC(C)(C)C)CC3)nn2)nn1
2. Cc1c(NC(=O)CN2C(=O)c3cccc4cccc2c34)c(=O)n(-c2ccccc2)n1C
3. CCOC(=O)C1=C(C(F)(F)F)Nc2ncnn2C1c1cccc(OC)c1OC (stereo not drawn)
4. Cc1c(NC(=O)CSc2nc(-c3ccco3)cc(C(F)(F)F)n2)c(=O)n(-c2ccccc2)n1C
5. O=C(CO)N/N=C/c1ccccc1F
6. Cc1ccc(S(=O)(=O)NCC(C)n2cncn2)cc1 (stereo not drawn)
7. CC(=O)Nc1ccc(Sc2ncnc3scc(-c4ccccc4)c23)cc1
8. CC(=O)NC(Cc1ccc(F)c(F)c1)C(=O)NC1CCN(S(=O)(=O)c2ccc(C)cc2)CC1 (stereo not drawn)
9. Cc1ccc(NS(=O)(=O)c2ccc(CCC(=O)NCc3ccccn3)cc2)cc1
10. COc1cc(/C=C(\C#N)C(=O)NC2CCCCC2C)ccc1OS(=O)(=O)c1ccc(C)cc1 (stereo not drawn)

| assay / compound | 1 | 2 | 3 | 4 | 5 | 6 | 7 | 8 | 9 | 10 |
| --- | --- | --- | --- | --- | --- | --- | --- | --- | --- | --- |
| D2 potentiator | -9 | -14 | 10&-12 | 1 | 2 | . | 6 | 5 | -13 | -4 |
| D1 antagonist | 3 | -3 | 5&1 | -13 | 4 | -18 | 22 | 7 | -7 | -4 |
| D2 agonist | -0.1 | 8.4 | 0.0&1.0 | 0.2 | 0.7 | 2.5 | 3.2 | -0.1 | 0.7 | 1.1 |
| RXFP1 antagonist | . | -11 | 2&6 | -5 | -11 | -21 | -35 | 8 | -1 | 8 |
| D2 antag | -12 | 8 | 11 | 24 | -12 | 4 | -6 | 0 | -11 | 10 |
| TRHR PAM | 9 | -7 | -4&-3 | -8 | -6 | 5 | 5 | 2 | -1 | -4 |
| RXFP1 agonist | -0.2% | 3.0% | -0.2%&0.6% | 0.8% | 3.7% | 1.9% | -0.4% | 1.4% | -0.9% | 0.2% |
| D1 potentiator | -4 | -4 | 0&-2 | -5 | 4 | -7 | 8 | -4 | 3 | -6 |
| D1 agonist | 1 | 4 | 4&0 | -1 | 3 | 1 | 4 | 0 | 4 | 4 |

11. O=C(CCCN1C(=O)c2ccccc2C1=O)N1CCN(c2ccccn2)CC1
12. Cc1cc2c(cc1C)-c1c(ssc1=Nc1ccc(S(N)(=O)=O)cc1)C(C)(C)N2
13. COc1cc(-c2cc(-c3nnco3)c3ccccc3n2)cc(OC)c1OC
14. COC(=O)c1ccccc1C(=O)c1cccc2ccccc12
15. c1ccc(-c2nn3c(Cn4cnc5ccccc54)nnc3s2)cc1
16. COC(=O)c1ccccc1NC(=O)CN1CCN(C(=O)c2ccco2)CC1
17. O=C(NC(=S)N1CCCCC1)c1cccnc1
18. O=C(Nc1ccccc1)OC(CN1CCCCC1)C(F)(F)F (stereo not drawn)
19. CN(C)c1ccc(NC2=C([N+](=O)[O-])CS(=O)(=O)C2)cc1
20. COCCCn1c(C23CC4CC(CC(C4)C2)C3)n[nH]c1=S

| assay / compound | 11 | 12 | 13 | 14 | 15 | 16 | 17 | 18 | 19 | 20 |
| --- | --- | --- | --- | --- | --- | --- | --- | --- | --- | --- |
| D2 potentiator | . | . | -2 | 13 | -3 | 7 | 20 | 1 | -2 | -8 |
| D1 antagonist | -16 | 19 | -96* | 4 | -33* | -6 | -34* | 5 | -5 | 42 |
| D2 agonist | . | 0.0 | 1.4 | 0.3 | 0.8 | 0.1 | 2.8 | -0.4 | 0.8 | -0.7 |
| RXFP1 antagonist | 10 | -11 | 18 | 6 | 18 | 2 | 1 | -4 | -8 | -7 |
| D2 antag | . | -8 | 2 | -2 | -16 | -18 | -7 | 5 | -4 | -8 |
| TRHR PAM | -11 | 8 | -1 | -13 | 15 | -7 | -20 | -11 | 2 | 0 |
| RXFP1 agonist | 3.1% | 3.9% | -0.5% | 0.1% | 8.4% | -0.4% | -0.8% | 0.9% | -0.7% | -3.7% |
| D1 potentiator | -2 | 3 | -10 | 4 | -11 | 1 | -7 | -1 | -7 | 5 |
| D1 agonist | 0 | 5 | 1 | 14 | 4 | 3 | 0 | 0 | 0 | -4 |

An excerpt from above in order of the D2 antag value, low to high.
| entry | SMILES | D2 potentiator | D1 antagonist | RXFP1 antagonist | D2 antag | TRHR PAM | D1 potentiator | D1 agonist |
| --- | --- | --- | --- | --- | --- | --- | --- | --- |
| 16 | COC(=O)c1ccccc1NC(=O)CN1CCN(C(=O)c2ccco2)CC1 | 7 | -6 | 2 | -18 | -7 | 1 | 3 |
| 15 | c1ccc(-c2nn3c(Cn4cnc5ccccc54)nnc3s2)cc1 | -3 | -33* | 18 | -16 | 15 | -11 | 4 |
| 12 | Cc1cc2c(cc1C)-c1c(ssc1=Nc1ccc(S(N)(=O)=O)cc1)C(C)(C)N2 | . | 19 | -11 | -8 | 8 | 3 | 5 |
| 19 | CN(C)c1ccc(NC2=C([N+](=O)[O-])CS(=O)(=O)C2)cc1 | -2 | -5 | -8 | -4 | 2 | -7 | 0 |
| 13 | COc1cc(-c2cc(-c3nnco3)c3ccccc3n2)cc(OC)c1OC | -2 | -96* | 18 | 2 | -1 | -10 | 1 |

New compounds follow:
21. COc1ccc(/C(C)=N/NC(=O)CNC(=O)c2ccncc2)cc1
22. Cc1ccc(NS(=O)(=O)c2c(C)nc3sccn3c2=O)cc1C
23. COc1ccccc1N1CCN(C(=O)COc2ccc(S(=O)(=O)NC(C)(C)C)cc2)CC1
24. COc1ccc(NC(=O)C(C)n2nc(-c3cc(C)ccc3C)c3c(c2=O)CCCC3)cc1 (stereo not drawn)
25. CC(=O)Oc1cccc(N2C(=O)c3cccc4c([N+](=O)[O-])ccc(c34)C2=O)c1
26. CCOP(=O)(c1ccc(N(C)C)cc1)C(O)c1cc(OC)c(OC)c(OC)c1 (stereo not drawn)
27. CC(=O)Nc1ccc(S(=O)(=O)NC2(C(F)(F)F)NC(=O)N(CCc3ccc(F)cc3)C2=O)cc1 (stereo not drawn)
28. CCOC(=O)c1c(NC(=O)CCS(=O)(=O)c2ccccc2)sc2c1CCN(C)C2
29. O=C(N/N=C/c1ccc[nH]1)c1ccccc1OCc1ccc(F)cc1
30. Cc1ccc(C(=O)NCCN2C3=NC[C@H](C(C)C)N3C[C@H]2Cc2ccc(O)cc2)cc1Br

| assay / compound | 21 | 22 | 23 | 24 | 25 | 26 | 27 | 28 | 29 | 30 |
| --- | --- | --- | --- | --- | --- | --- | --- | --- | --- | --- |
| D2 potentiator | 14 | 1 | -1 | 8 | -2 | . | . | -8 | 1 | -20 |
| D1 antagonist | 12 | 2 | 6 | 2 | -54* | 4 | 4 | -14 | -1 | -19 |
| D2 agonist | 0.8 | . | -0.7 | -1.0 | 1.9 | . | -0.9 | 0.6 | -0.5 | -0.1 |
| RXFP1 antagonist | 6 | . | . | . | -5 | -2 | -9 | 1 | -1 | . |
| D2 antag | -15 | . | -10 | . | 4 | . | . | 18 | 4 | 2 |
| TRHR PAM | 5 | 10 | 8 | -9 | -5 | 9 | 15 | -1 | -1 | -5 |
| RXFP1 agonist | 4.5% | 0.4% | 4.1% | -0.9% | 2.0% | -1.6% | 17% | -2.2% | 3.1% | 1.4% |
| D1 potentiator | 7 | -9 | 3 | 6 | -9 | 5 | 1 | -2 | -3 | -2 |
| D1 agonist | -1 | 5 | 0 | -1 | 3 | -2 | 0 | 1 | 0 | -4 |

Not a retest: entries from further up.
21. COc1ccc(/C(C)=N/NC(=O)CNC(=O)c2ccncc2)cc1
22. Cc1ccc(NS(=O)(=O)c2c(C)nc3sccn3c2=O)cc1C
23. COc1ccccc1N1CCN(C(=O)COc2ccc(S(=O)(=O)NC(C)(C)C)cc2)CC1
24. COc1ccc(NC(=O)C(C)n2nc(-c3cc(C)ccc3C)c3c(c2=O)CCCC3)cc1 (stereo not drawn)

| assay / compound | 21 | 22 | 23 | 24 |
| --- | --- | --- | --- | --- |
| D2 potentiator | 14 | 1 | -1 | 8 |
| D1 antagonist | 12 | 2 | 6 | 2 |
| D2 agonist | 0.8 | . | -0.7 | -1.0 |
| RXFP1 antagonist | 6 | . | . | . |
| D2 antag | -15 | . | -10 | . |
| TRHR PAM | 5 | 10 | 8 | -9 |
| RXFP1 agonist | 4.5% | 0.4% | 4.1% | -0.9% |
| D1 potentiator | 7 | -9 | 3 | 6 |
| D1 agonist | -1 | 5 | 0 | -1 |

Other records
31. CCc1nnc(NC(=O)Cn2nnc(-c3ccccc3F)n2)s1
32. CC(C)Cn1c(CN2CCN(c3ccccc3F)CC2)nc2c1c(=O)[nH]c(=O)n2C
33. COC(=O)c1ccc2nc(Nc3nc4c(F)cc(F)cc4s3)sc2c1
34. COc1cccc(CNC(=O)c2cc3ccc4cccnc4c3[nH]2)c1
35. Cc1ccccc1OCc1nnc(SCC(=O)Nc2ccc(N3CCOCC3)cc2)n1C
36. COc1ccc(N(C(=O)/C=C\C(=O)Nc2ccc(Cl)cc2)C(C(=O)NCc2ccco2)c2ccc(C)cc2)cc1 (stereo not drawn)
37. CCN(CC)CCN1c2ccccc2Sc2ccccc21
38. Nc1nc2sc3c(c2cc1C(=O)NCC(=O)O)CCCC3
39. O/N=C/c1ccccc1OCc1ccccc1F
40. COc1ccccc1Cn1cnc2cccnc21

| assay / compound | 31 | 32 | 33 | 34 | 35 | 36 | 37 | 38 | 39 | 40 |
| --- | --- | --- | --- | --- | --- | --- | --- | --- | --- | --- |
| D2 potentiator | 4 | 12 | 0 | 2 | -8 | 11 | -22 | 1 | 4 | 0 |
| D1 antagonist | -1 | 13 | -26 | -26 | -4 | 25 | 3 | 2 | -2 | -19 |
| D2 agonist | -0.1 | 0.1 | 0.1 | 0.2 | 0.6 | -0.5 | 0.6 | 0.0 | -0.1 | 0.3 |
| RXFP1 antagonist | 16 | . | 11 | -26 | -7 | -17 | -17 | 6 | -10 | 7 |
| D2 antag | 10 | -2 | -5 | . | 4 | . | -18 | -1 | -3 | -13 |
| TRHR PAM | 3 | 3 | 1 | 6 | -5 | 0 | 0 | -9 | -1 | 7 |
| RXFP1 agonist | 1.6% | -0.7% | -0.4% | -1.2% | 0.0% | -0.5% | -2.7% | 4.6% | -1.5% | -0.5% |
| D1 potentiator | -2 | 2 | -4 | -6 | 3 | 0 | -4 | 0 | -4 | -3 |
| D1 agonist | 0 | 0 | 6 | 4 | 0 | 7 | 6 | 2 | 3 | 2 |

Fetched by compound from above:
38. Nc1nc2sc3c(c2cc1C(=O)NCC(=O)O)CCCC3
34. COc1cccc(CNC(=O)c2cc3ccc4cccnc4c3[nH]2)c1

| assay / compound | 38 | 34 |
| --- | --- | --- |
| D2 potentiator | 1 | 2 |
| D1 antagonist | 2 | -26 |
| D2 agonist | 0.0 | 0.2 |
| RXFP1 antagonist | 6 | -26 |
| D2 antag | -1 | . |
| TRHR PAM | -9 | 6 |
| RXFP1 agonist | 4.6% | -1.2% |
| D1 potentiator | 0 | -6 |
| D1 agonist | 2 | 4 |

This is a subset, so the mix of outcomes need not match the whole.
